RSV CPE inhibition: inhibition of RSV-induced cytopathic effect – HEp-2 cells, primary 10 µM value included (AID 2391); CPE inhibition, % at 10 µM; hits with a dose series show IC50 in µM; HEp-2 cells, RSV-induced CPE inhibition; higher % means a stronger effect; hit rate 0.13% among 310,000; in the data active = a potency from the dose series; inconclusive = CPE inhibition mostly from about 23% at the one dose, without a potency; inactive = the rest, 99 in 100 with CPE inhibition below about 21%; note: strong numbers were not always called active
PhoP inhibition: PhoP-dependent GFP reporter repression – Salmonella Typhimurium, primary screen (AID 1863); inhibition, % at 50 µM, or IC50 in µM where a hit was titrated; hit rate 0.16% among 300,000; S. Typhimurium PhoP-regulated promoter GFP reporter, 4 h; higher % means a stronger effect;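 active = inhibition over 29.93%, a cutoff 3 SD above the screen mean, later confirmed by dose response; inconclusive = inhibition over 29.93% but no dose response follow-up; inactive = inhibition at most 29.93% or unconfirmed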;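 note: 0% = low Mg2+ inducing control and 100% = high Mg2+ repressing control; strong numbers were not always called active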
Myeloid diff MLP: myeloid differentiation induction; ER-HoxA9 myeloid progenitors, lysozyme-GFP differentiation, flow cytometry; calls only at 10 µM; hit rate 1% among 360,000; AID 624256;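 active = normalized GFP-positive differentiation at or above the plate's own cutoff, the solvent-only control mean plus 3 SD; inconclusive = no clear call, values can overlap the other calls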;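 note: cells exposed to compound for four days before flow analysis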
Myeloid diff MLP GFP+ MAC1+ %: second read-out of Myeloid diff MLP, no call of its own (marks repeat the call); GFP+ MAC1+ double positive, %; measured here: differentiation confirmed by MAC1 staining
Active calls of the source: *; i = inactive; ? = inconclusive; + = active, no number; & = joins results of further samples. An excerpt. The share of hits here may be higher or lower than overall.

SMILES	RSV CPE inhibition	PhoP inhibition	Myeloid diff MLP	Myeloid diff MLP GFP+ MAC1+ %
COc1ccc(CCN2CC(C(=O)Nc3ccccc3F)CC2=O)cc1OC (stereo not given)	-1.1%	-1%	i	0.7
Nn1c(SCC(=O)Nc2ccccc2)nnc1C1CCCCC1	0.9%	-2%	i	0.6
O=C(NCCc1ccco1)C(=O)NCC1CCCN1S(=O)(=O)c1ccccc1 (stereo not given)	3.3%	-4%	+	2.1*
O=C(NCCCN1CCOCC1)c1cc(S(=O)(=O)N2CCN(c3ccccc3)CC2)ccc1Cl	-1.9%	-5%	i	0.5
COc1ccc(N2CC(C(=O)Nc3c(C(N)=O)oc4ccccc34)CC2=O)cc1 (stereo not given)	-0.5%	2%	i	0.7
CCc1cccc(OCC(=O)N(C)CC(=O)Nc2cccc(F)c2)c1	-0.5%	3%	i	0.2
Cc1sc2ncnc(N3CCC(C(=O)NNC(=O)COc4ccccc4F)CC3)c2c1C	5.4%	-3%	i	0.4
CC(C)CN(C(=O)COC(=O)c1ccc2ccccc2c1)c1c(N)n(Cc2ccccc2)c(=O)[nH]c1=O	2.6%	-8%	i	1.7
CC(Sc1nnc(-c2cccs2)n1N)C(=O)NCC1CCCO1 (stereo not given)	-1.0%	-2%	i	0.6
CCOc1ccc(CCNC(=O)COC(=O)c2cc(OC)c(OC)cc2[N+](=O)[O-])cc1OCC	1.6%	-1%	i	0.7
CCN1CCN(c2ccc(S(=O)(=O)N3CCCCC3)cc2NC(=O)c2cccc(NC(C)=O)c2)CC1	-2.0%	-5%	i	0.8
COc1ccc2oc(C(=O)OCc3nnc(-c4ccccc4)o3)c(C)c2c1	-1.2%	3%	i	2.9
COc1ccc(CC(=O)N(C)Cc2ccc(Cl)cc2)cc1S(=O)(=O)N1CCOCC1	1.7%	-8%	i	0.9
COc1ccccc1-n1nnnc1SCC(=O)Nc1oc(C)c2c(C)n[nH]c(=O)c12	-1.7%	-4%	i	0.2
COc1ccc(NC(=O)COc2ccccc2C)cc1S(=O)(=O)N1CCCCC1	18%	2%	i	0.7
COc1ccccc1NS(=O)(=O)c1cc(C(=O)NCc2cccnc2)ccc1C	0.6%	4%	i	0.6
CCOC(=O)C1=C(COC(=O)c2cccnc2Cl)NC(=O)NC1C (stereo not given)	3.0%	-6%	i	0.4
CCCCn1c(N)c(N(CC(C)C)C(=O)CSCC(=O)Nc2ccc(OC)cc2)c(=O)[nH]c1=O	-2.2%	-6%	i	0.5
OCC[C@H]1C[C@H](O)[C@@H](O)[C@@]2(Cc3ccccc3CO2)O1	2.0%	7%	i	1.4
O=C(COc1ccc(C(=O)NCC2CCCO2)cc1)Nc1cccc(C(F)(F)F)c1 (stereo not given)	10%	-6%	i	0.5
CCC(=O)c1ccc(OCC(=O)N(Cc2nnc(-c3ccccc3Cl)o2)C2CC2)cc1	1.0%	1%	i	0.7
COc1ccc(S(=O)(=O)N2CCCC2CNC(=O)C(=O)NCc2ccc3c(c2)OCO3)cc1 (stereo not given)	-0.3%	-1%	i	1.0
CCN(CC(=O)Nc1ccccc1OC)C(=O)c1cc(-c2ccccc2)nn1-c1ccccc1	8.0%	2%	i	0.7
Cc1ccnc(NC(=O)c2ccc(C(=O)c3ccccc3)cc2)c1	3.7%	1%	i	0.4
N#CC1(NC(=O)CSc2ccccn2)CCCCC1	-1.8%	-1%	i	1.5
CSc1ncccc1C(=O)OCC(=O)c1ccc(S(=O)(=O)N2CCCCC2)cc1	0.3%	3%	i	0.4
CCN(CC)CCOCCOC(=O)C1(c2ccccc2)CCCC1	-2.2%	-5%	i	3.0
CC(C)(C)N1C(=O)[C@H]2[C@@H](c3ccc(Br)cc3)N3C(=O)N(c4cccc(F)c4)C(=O)[C@@]3(Cc3ccccc3)[C@H]2C1=O	19%	-3%	i	1.6
C=C1CCN([C@@H](CC(C)C)C(=O)NCc2cc(OC)c(OC)c(OC)c2)S(=O)(=O)c2ccccc21	2.2%	1%	i	2.4
CCN1C(=O)[C@H]2[C@@H](c3ccc(-c4ccc(OC)cc4)c(OC)c3)N3CCCC[C@@]3(C(=O)OC)[C@H]2C1=O	-2.3%	-1%	i	2.3

Compound profiles, from the list above.
COc1ccc(S(=O)(=O)N2CCCC2CNC(=O)C(=O)NCc2ccc3c(c2)OCO3)cc1 (stereo not given) reads RSV CPE inhibition: -0.3%; PhoP inhibition: -1%; Myeloid diff MLP: i; Myeloid diff MLP GFP+ MAC1+ %: 1.0
N#CC1(NC(=O)CSc2ccccn2)CCCCC1 reads RSV CPE inhibition: -1.8%; PhoP inhibition: -1%; Myeloid diff MLP: i; Myeloid diff MLP GFP+ MAC1+ %: 1.5

3 entries already listed, ordered by the number in RSV CPE inhibition, falling.
smiles,RSV CPE inhibition,PhoP inhibition,Myeloid diff MLP GFP+ MAC1+ %
CC(C)(C)N1C(=O)[C@H]2[C@@H](c3ccc(Br)cc3)N3C(=O)N(c4cccc(F)c4)C(=O)[C@@]3(Cc3ccccc3)[C@H]2C1=O,19%,-3%,1.6
Cc1ccnc(NC(=O)c2ccc(C(=O)c3ccccc3)cc2)c1,3.7%,1%,0.4
N#CC1(NC(=O)CSc2ccccn2)CCCCC1,-1.8%,-1%,1.5

Next structures
SMILES	RSV CPE inhibition	PhoP inhibition	Myeloid diff MLP	Myeloid diff MLP GFP+ MAC1+ %
CN(C(=O)c1ccc(S(=O)(=O)N2CCCCC2)cc1)C1CCS(=O)(=O)C1 (stereo not given)	2.3%	-4%	i	1.6
Cc1ccc(C(=O)NCC(=O)N(C)CC(=O)Nc2c(Cl)cccc2Cl)s1	-1.2%	9%	i	0.6
CCOc1ncccc1C(=O)NNC(=O)c1cccc(S(=O)(=O)Nc2ccccc2OC)c1	0.1%	-6%	i	1.0
CC1Nc2ncnc(N3CCN(c4ccccc4)CC3)c2N(Cc2ccccc2)C1=O (stereo not given)	1.4%	-3%	i	1.9
OCC[C@H]1C[C@@H](O)[C@H](O)[C@]2(OCCc3ccccc32)O1	0.4%	7%	i	1.3
Cc1ccc(C)c(S(=O)(=O)N2CCCC2CNC(=O)C(=O)NCc2ccco2)c1 (stereo not given)	0.1%	-1%	i	0.6
CCc1ccc(NC(=O)COc2coc(CN3CCc4ccccc4C3)cc2=O)cc1	6.6%	-6%	i	0.5
C/C=C1\COC(C(=O)NCc2ccncc2)(C(F)(F)F)C=C1C=C1CCCCC1 (stereo not given)	-0.4%	-6%	i	0.6
Cc1ccn2c(=O)nc(SCC(=O)N3CCC(C)CC3)nc2c1	2.1%	2%	i	0.5
O=C1Nc2ccccc2C1=O	2.5%	6%	i	2.7
CCCCN1C(=O)C(=O)N(CC(=O)N2CCN(c3ccccc3)CC2)C1=O	-1.6%	-5%	i	0.8
CCOc1ccc(CCNC(=O)COC(=O)/C=C/c2ccc(OC(F)F)c(OC)c2)cc1OCC	-1.8%	-7%	i	0.3
CC(C)(CNC(=O)CCNC(=O)c1ccc(Br)cc1)N1CCOCC1	-0.2%	5%	i	0.3
COc1ccc(NC(=O)CN(C)C(=O)c2cc(-c3cccs3)nn2-c2ccccc2)cc1	1.2%	0%	i	0.2
Cc1ccc(S(=O)(=O)N2[C@@H](c3ccccc3)C(C(=O)O)=CC[C@H]2c2ccc(Cl)cc2)cc1	9.8%	0%	i	2.3
O=C(Nc1cc(Cl)ccc1-n1cncn1)c1cc(F)c(F)c(F)c1F	1.7%	12%	i	0.7
COc1cccc(C(=O)NCCS(=O)(=O)N2CCCCC2)c1	1.9%	-6%	i	1.4
O=C(c1cc(-c2ccccc2Cl)nc2ccccc12)N1CCC1	1.3%	-2%	i	0.5
OCC[C@H]1C[C@@H](O)[C@H](O)[C@]2(Cc3ccccc3O2)O1	-0.8%	6%	i	0.8
O=C(Nc1ccc(Br)cc1Cl)c1ccc2c(=O)n3c(nc2c1)CCC3	?	-5%	i	1.2
CCOC(=O)c1c(NC(=O)COC(=O)/C=C/c2ccco2)sc2c1CC(C)(C)NC2(C)C	-1.3%	-7%	i	0.3
COc1ccc(-c2cccc(NS(=O)(=O)c3cccc([N+](=O)[O-])c3)c2)nn1	18%	-6%	i	0.2
CNC(=O)C(=O)Nc1ccc2c(c1)N(S(=O)(=O)c1cccs1)CCC2	1.6%	-4%	i	0.6
NC(=O)C1CCN(C(=O)c2cc3c(s2)CCCC3)CC1	-0.9%	6%	i	0.6
O=C(Nc1cccnc1)c1cc(Br)c(Br)s1	2.6%	-4%	i	0.8
CCOC(=O)C1(Cc2ccccc2C)CCCN(C(=O)CSC)C1 (stereo not given)	1.3%	-3%	i	0.3
CCOc1ccc(S(=O)(=O)NCCC(=O)NCCOc2ccccc2)cc1	-2.3%	-4%	i	0.9
Cc1ccc(N2CC(NC(=O)C(=O)c3c(C)[nH]c4ccccc34)CC2=O)cc1C (stereo not given)	1.1%	5%	i	0.5
Cc1ccc(C(C)C)cc1OCC(=O)N1CCN(C(=O)c2ccco2)CC1	-1.5%	2%	i	0.3
COc1ccccc1NC(=O)C(=O)NCCC1CCCCN1S(=O)(=O)c1cccs1 (stereo not given)	0.8%	5%	i	0.7
CN(C)S(=O)(=O)c1ccc(N2CCCC2)c(C(=O)NNC(=O)c2ccc(Br)cc2)c1	0.4%	-6%	i	0.9
N#CC1(NC(=O)CSc2nnc(-c3ccccc3F)o2)CCCCC1	0.8%	3%	i	1.1
N#CCCN(C(=O)COC(=O)C1CCN(S(=O)(=O)c2ccc3c(c2)OCCO3)CC1)c1ccccc1	-1.2%	18%	i	0.7
COc1cccc(N2CC(NC(=O)C(=O)c3c(C)[nH]c4ccccc34)CC2=O)c1 (stereo not given)	-2.4%	-2%	i	0.4
CCN(CC(=O)Nc1ccccc1C(F)(F)F)C(=O)CCOc1ccccc1C	0.6%	5%	i	0.3
CN(C)c1ccc(S(=O)(=O)NCC(=O)N2CCN(c3ccccc3)CC2)cc1[N+](=O)[O-]	-0.2%	4%	+	3.8*
COC(=O)C1=C(C)N(CCCC(=O)O)C(=O)NC1c1ccccc1OS(=O)(=O)c1ccccc1[N+](=O)[O-] (stereo not given)	-0.3%	-3%	i	1.3
COC(=O)[C@H]1[C@H]2C[C@H]3c4[nH]c5ccccc5c4CCN3C[C@@H]2CC[C@@H]1O	-0.9%&-1.8%	-9%&-2%	i	2.5&2.0
O=C(Cn1c(=O)cnc2ccccc21)N1CCN(S(=O)(=O)c2ccc(F)cc2)CC1	-2.1%	3%	i	0.3
Cc1cccc([C@@H]2[C@@H]3C(=O)N(Cc4ccccc4)C(=O)[C@@H]3[C@]3(Cc4ccc(Cl)cc4)C(=O)N(c4cccc(Cl)c4)C(=O)N23)c1	4.6%	-5%	i	1.8
CC1CCN(C(=O)c2ccc(NS(=O)(=O)c3ccc4[nH]c(=O)[nH]c4c3)cc2)CC1	-1.8%	-1%	i	1.0
O=C(CCNS(=O)(=O)c1ccccc1)OCC(=O)c1ccc(F)cc1	0.3%	0%	i	0.7
Oc1ccc(C[C@@H]2CNCCN2CC2(c3ccccc3)CC2)cc1	-2.1%	6%	i	1.3
CN(CC(=O)Nc1cccc(S(=O)(=O)N2CCCC2)c1)CC(=O)Nc1ccc(Cl)c(C(F)(F)F)c1	-0.7%	12%	i	2.0
CCO[C@@H]1OC(C(N)=O)=C[C@H](C(C)(C)C)[C@H]1CCCO	2.9%	-5%	i	1.8
Cc1cc(NS(=O)(=O)c2ccc(NC(=O)C(C)Oc3ccccc3Cl)cc2)no1 (stereo not given)	1.4%	2%	i	0.9
Cc1ccc(-c2cc(C(=O)NC3CCN(Cc4ccccc4)CC3)c3ccccc3n2)cc1	-0.1%	-6%	i	0.4
COCCN(C(=O)COC(=O)/C=C/c1ccc2c(c1)OCO2)c1c(N)n(Cc2ccccc2)c(=O)[nH]c1=O	-1.4%	-1%	i	0.2
COc1ccccc1CNC(=O)CCS(=O)(=O)c1ccc(Cl)cc1	-1.6%	-5%	i	0.5
COc1ccc(/C=C(\C#N)C(=O)OCC(=O)N(C)C2CCS(=O)(=O)C2)cc1 (stereo not given)	1.6%	2%	i	0.8

Entries listed so far that contain a COOH group (2):
SMILES	RSV CPE inhibition	PhoP inhibition	Myeloid diff MLP	Myeloid diff MLP GFP+ MAC1+ %
Cc1ccc(S(=O)(=O)N2[C@@H](c3ccccc3)C(C(=O)O)=CC[C@H]2c2ccc(Cl)cc2)cc1	9.8%	0%	i	2.3
COC(=O)C1=C(C)N(CCCC(=O)O)C(=O)NC1c1ccccc1OS(=O)(=O)c1ccccc1[N+](=O)[O-] (stereo not given)	-0.3%	-3%	i	1.3

(cont.)
SMILES	RSV CPE inhibition	PhoP inhibition	Myeloid diff MLP	Myeloid diff MLP GFP+ MAC1+ %
CCCCN1CC[C@H]2C=CC[C@@H](C(=O)Nc3ccccc3)[C@H]2C1=O	1.8%	-1%	i	0.2
OC[C@H]1O[C@H](OC[C@H]2OC(O)[C@H](O)[C@@H](O)[C@@H]2O)[C@H](O)[C@@H](O)[C@@H]1O (stereo not given in full)	2.4%	1%	i	0.8
COc1cccc(N2CC(NS(=O)(=O)c3ccc(Cl)cc3)CC2=O)c1 (stereo not given)	0.1%	2%	i	0.7
COc1ccc(OCC(=O)NCc2n[nH]c(=O)c3ccccc23)cc1	-0.6%	3%	i	0.9
CCN(CC)CCn1c2c(c(SCC(=O)Nc3nc4ccc(C)cc4s3)nc1=O)CCC2	-2.7%	-10%	i	1.3

Bioassay records as filed in PubChem.
